Source: PubChem (Southern Research Specialized Biocontainment Screening Center)
Salmonella PhoP GFP = PhoP regulon inhibitors, Salmonella typhi PhoP promoter GFP reporter, confirmatory (AID 1850); Salmonella Typhi PhoP-promoter GFP reporter, fluorescence, 4 h; higher % means a stronger effect; inhibition, % at 50 µM; hits with a dose series show IC50 in µM; hit rate 0.33% among 310,000; in the data active = a potency from the dose series; inconclusive = inhibition mostly from about 25% at the one dose, without a potency; inactive = the rest, 99 in 100 with inhibition below about 19%;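 note: 0% = induced wells with vehicle and 100% = uninduced wells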
M. tuberculosis HTS = M. tuberculosis growth inhibition, HTS (AID 449762); M. tuberculosis H37Rv growth inhibition, 7H9 media; higher % means a stronger effect; one-dose inhibition, % at 25 µM; IC50 in µM for titrated hits; hit rate 0.59% among 330,000; in the data active = a potency from the dose series; inconclusive = inhibition above about 70% without an active follow-up result;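 note: bacterial growth assessed after seven days of incubation; strong numbers were not always called active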
VEEV TC-83 Vero = inhibitors of VEEV TC-83 cytopathic effect, confirmation, Vero cells (AID 588727); Vero cells, VEEV TC-83 cytopathic effect inhibition; higher % means a stronger effect; one-dose inhibition, % at 20 µM; IC50 in µM for titrated hits; hit rate 0.13% among 350,000; in the data active = a potency from the dose series; inconclusive = inhibition mostly from about 14% at the one dose, without a potency; inactive = the rest, 99 in 100 with inhibition below about 12%; note: strong numbers were not always called active
influenza NS1A = NS1A inhibition, H1N1 influenza, cell based functional assay (AID 504329). NS1A functional cell-based assay, percent inhibition; higher % means a stronger effect. hit rate 0.3% among 340,000. inhibition, % at 12.5 µM, or IC50 in µM where a hit was titrated; in the data active = a potency from the dose series; inconclusive = inhibition above about 27% without an active follow-up result; note: strong numbers were not always called active
tuberculosis growth = growth inhibition of non-replicating M. tuberculosis (AID 488890) | Mycobacterium tuberculosis non-replicating, growth inhibition; higher % means a stronger effect | inhibition, % at 25 µM; hits with a dose series show IC50 in µM | hit rate 0.39% among 320,000; in the data active = a potency from the dose series; inconclusive = inhibition mostly from about 82% at the one dose, without a potency; inactive = the rest, 99 in 100 with inhibition below about 76%;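 note: plate controls were DMSO cells for no effect and high antibiotic wells for full effect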
VEEV TC-83 Vero 10K pilot screen = recorded beside VEEV TC-83 Vero, whose call it bears; inhibition, %; measured here: 10K pilot screen inhibition
Numbers without * were called inactive; i = inactive; ? = inconclusive; . = not tested or not shown.

The opening three records (preview)
SMILES	Salmonella PhoP GFP	M. tuberculosis HTS	VEEV TC-83 Vero	influenza NS1A	tuberculosis growth	others
c1ccc2c(c1)OCC(c1csc3ncnc(N4CCCC4)c13)O2 (stereo not drawn)	-9%	11%	6.8%	5%	27%
COc1cccc(CN2CCC(N(CCc3ccccc3)Cc3ccccc3)CC2)c1OC	-4%	?	i	4%	i
Cc1cc(C)nc(N2CCC(C(=O)Nc3ccc4c(c3)CCC4)CC2)n1	0%	-5%	i	5%	-14%

The list itself, from the first entry:
SMILES	Salmonella PhoP GFP	M. tuberculosis HTS	VEEV TC-83 Vero	influenza NS1A	tuberculosis growth	others
c1ccc2c(c1)OCC(c1csc3ncnc(N4CCCC4)c13)O2 (stereo not drawn)	-9%	11%	6.8%	5%	27%
COc1cccc(CN2CCC(N(CCc3ccccc3)Cc3ccccc3)CC2)c1OC	-4%	?	i	4%	i
Cc1cc(C)nc(N2CCC(C(=O)Nc3ccc4c(c3)CCC4)CC2)n1	0%	-5%	i	5%	-14%
Fc1ccc(CNc2ccccn2)cc1	-3%	-13%	1.5%	3%	-2%
O=C1OCCN1C(=O)[C@H]1[C@H](c2ccccc2)C(c2ccc(F)cc2)=NN1c1ccccc1	.	.	7.0%	9%	.
CCOC(=O)CN1CCC(c2ccccc2)CC1	-4%	-2%	0.6%	-3%	18%
COc1ccc(C(=O)NN=C2CCCC2)cc1OC	-5%	-5%	i	-9%	-15%
CC(C)CCc1noc(CN(C)CC2CCN(Cc3ccccc3)CC2)n1	16%	-6%	i	0%	24%
C#Cc1ccc([C@H]2C=C(C(=O)O)O[C@@H](OCc3ccc(CO)cc3)C2)cc1	1%	-5%	i	6%	2%	VEEV TC-83 Vero 10K pilot screen=1.5
O=C(NCc1ccco1)c1ccc(-c2csnn2)cc1	9%	1%	1.5%	0%	4%
CCc1ccc(NC(=O)CCS(=O)(=O)c2ccc3c(c2)CCN3C(C)=O)cc1	4%	-6%	2.3%	7%	12%
O=C(NCCc1ccccc1)c1ccccc1NS(=O)(=O)N1CCCC1	3%	1%	i	-4%	19%
CC(=O)NC1(c2cccc(F)c2)CCN(CC(=O)NC(C)C)CC1	-3%	-2%	1.4%	12%	-6%
c1ccc(OCCN2C3=NCCN3c3ccccc32)cc1	1%	-7%	2.2%	-23%	-4%
CC(C)c1ccc(N2C(=O)NC(=O)/C(=C/c3cnc(-c4ccccc4)nc3)C2=O)cc1	0%	-7%	0.2%	25%	42%
CCOC(=O)c1cc(CC)sc1N	-2%	1%	i	-1%	15%
Cc1cc(/C=N/n2cnnc2)c(C)n1-c1ccccc1	5%	4%	i	3%	15%
O=C(CN1CCN(Cc2ccc(Cl)cc2)CC1)N/N=C/C=C/c1ccccc1[N+](=O)[O-]	8%	27µM*	1.5%	3%	28%
CC1CCN(CCCCOc2cccc(C(C)C)c2)CC1	-1%	11%	i	8%	37%
CC(C)Cc1cc(C(=O)N2CCCC(CCC(=O)N(C)CCc3ccccn3)C2)no1 (stereo not drawn)	0%	-6%	0.2%	-2%	-11%
CCn1c(SCC(=O)Nc2c(C)n(C)n(-c3ccccc3)c2=O)nc2c1c(=O)n(C)c(=O)n2C	2%	6%	2.6%	.	-4%
O=C(Nc1ccc2ccccc2c1)c1ccccc1F	-8%	0%	2.0%	7%	72%
CCN(CC)c1ccc(NC(=O)C2CCCN(S(=O)(=O)c3cccnc3)C2)c(C)c1 (stereo not drawn)	7%	3%	i	10%	13%
O=C(O)c1ccc(NC(=O)c2cccc(C(=O)Nc3ccc(C(=O)O)cc3)n2)cc1	-7%	8%	0.4%	-3%	-22%
CCCCn1c(N)c(N(CCOC)C(=O)c2cc3c(s2)CCC3)c(=O)[nH]c1=O	11%	-4%	4.5%	1%	10%
N#C/C(=C/c1cn(CC(=O)O)c2ccccc12)C(=O)NCc1ccccc1	-8%	19%	1.9%	1%	3%
O=c1[nH]c(=O)c2cn[nH]c2[nH]1	1%	4%	i	-1%	-1%
COc1ccc(-n2nc(C(=O)O)cc2-c2ccccc2)cc1	1%	-3%	2.7%	-5%	2%
Cc1ccc(CNC(=O)c2cccnc2Sc2cccc(Cl)c2)cc1	1%	1%	0.3%	.	-3%
COC(=O)c1nc(NC(=O)c2ccccc2)n[nH]1	1%	-14%	i	-3%	1%

Fetched by compound from above (2):
SMILES	Salmonella PhoP GFP	M. tuberculosis HTS	VEEV TC-83 Vero	influenza NS1A	tuberculosis growth	others
O=C(Nc1ccc2ccccc2c1)c1ccccc1F	-8%	0%	2.0%	7%	72%
Cc1cc(/C=N/n2cnnc2)c(C)n1-c1ccccc1	5%	4%	i	3%	15%

Remaining list, next part:
SMILES	Salmonella PhoP GFP	M. tuberculosis HTS	VEEV TC-83 Vero	influenza NS1A	tuberculosis growth	others
CCOc1ccc(OCc2ccc(C(=O)OCc3ccccn3)o2)cc1	-3%	?	2.0%	-2%	8.5µM*
O=C(CN1CCN(c2ccc(O)cc2)CC1)Nc1ccc(S(=O)(=O)N2CCCC2)cc1	.	-3%	1.1%	3%	39%
CC(C)c1ccc(/C=C/C(=O)Nc2nc3ccc([N+](=O)[O-])cc3s2)cc1	-3%	2%	i	-22%	14%
Cc1ccccc1Sc1ccc([N+](=O)[O-])cn1	-14%	7%	i	-11%	19%
CC(=O)Nc1c(C)cc(S(C)(=O)=O)cc1C	-2%	-2%	0.2%	-6%	-22%
O=C1C2CC=CCC2C(=O)N1Cc1ccccc1Cl (stereo not drawn)	-9%	-12%	i	-19%	6%
CC(=O)Nc1nc2n(n1)C(c1ccc(Cl)cc1)C=C(C)N2 (stereo not drawn)	-15%	-5%	1.5%	10%	-14%
CCOc1ccccc1-c1cc(-c2ccc(OC)cc2)nc2c1c(=O)n(C)c(=O)n2C	-3%	1%	i	-1%	-7%
CCCc1cc(=O)[nH]c(NCc2ccc(Cl)cc2)n1	-25%	3%	i	-10%	-5%
COc1ccc2c(c1)C(C)=CC(C)(C)N2C(=O)CNCc1ccc2c(c1)OCO2	4%	-7%	6.2%	-2%	27%
O=C(Cn1nc(C(=O)O)c2ccccc2c1=O)NC12CC3CC(CC(C3)C1)C2	7%	-2%	i	-1%	8%
CCOC(=O)C1=C(C)NC2=C(C(=O)CC(C)(C)C2)C1c1ccc(O)c(OCC)c1 (stereo not drawn)	-13%	-6%	0.2%	-14%	15%
COc1ccc(C(=O)OCC(=O)N2CC(=O)Nc3ccccc32)cc1Br	.	.	9.5%	-2%	.
COC(=O)Cn1c(=NC(=O)c2cc(-c3cccs3)nc3ccccc23)sc2cc(S(N)(=O)=O)ccc21	-8%	-2%	5.5%	20%	23%
COc1cc(SC)ccc1C(=O)N1CCCc2ccccc21	-8%	15%	4.3%	-10%	23%
CCOc1ccccc1OCC(O)CNC (stereo not drawn)	2%	0%	1.9%	19%	1%
COc1ccccc1CNC(=O)Nc1cccs1	4%	1%	8.2%	-12%	15%
CC(C)CN(C(=O)COC(=O)CCSc1ccc(F)cc1)c1c(N)n(Cc2ccccc2)c(=O)[nH]c1=O	2%	30%	0.9%	-1%	-11%
CC(=O)c1cccc(NC(=O)C(C)OC(=O)C2CCC2)c1 (stereo not drawn)	-10%	2%	0.9%	-1%	1%
Cc1cc2ccccc2c(=O)n1CC(=O)NCC(=O)N(C)Cc1ccccc1	-1%	4%	3.5%	5%	2%
O=C(Nc1c(C(=O)N2CCOCC2)cnn1-c1ccccc1)c1ccc([N+](=O)[O-])cc1	-10%	-6%	1.9%	-9%	26%
O=C(COC(=O)c1nc(Cl)ccc1Cl)c1ccccc1Cl	3%	-6%	0.9%	0%	-3%
O=C(Nc1cccc(Cl)c1)c1ccc(NC2=NC3CS(=O)(=O)CC3S2)cc1 (stereo not drawn)	-4%	-3%	2.0%	-4%	-14%
COc1ccc2nc(SCC(=O)NC(C)C)[nH]c2c1	1%	3%	1.5%	-18%	13%
O=c1[nH]c2c(c(=O)n1C1CCCCC1)CCC2	-1%	2%	2.2%	25%	.
CC(C)CCCN1C(Nc2ccccc2)=NC[C@@H]1Cc1ccccc1	12%	3%	2.2%	-6%	54%
CCOc1ccc(S(=O)(=O)N(CC(=O)N/N=C/c2cccs2)c2ccc(C)cc2)cc1	-5%	-2%	i	8%	9%
CCCCN(C)CCCNC(=O)c1cn(CC)c2ccc(S(=O)(=O)N3CCc4ccccc4C3)cc2c1=O	-10%	0%	1.2%	5%	34%
CCCc1c(O)nc(SCC(=O)NCc2ccco2)[nH]c1=O	2%	9%	i	-6%	0%
COCCOC(=O)C1=C(C)NC(=O)NC1c1c(Cl)nc2ccccn2c1=O (stereo not drawn)	-5%	1%	1.7%	24%	-19%

Brought forward from above: two entries, then new ones.
SMILES	Salmonella PhoP GFP	M. tuberculosis HTS	VEEV TC-83 Vero	influenza NS1A	tuberculosis growth	others
CCCc1c(O)nc(SCC(=O)NCc2ccco2)[nH]c1=O	2%	9%	i	-6%	0%
COCCOC(=O)C1=C(C)NC(=O)NC1c1c(Cl)nc2ccccn2c1=O (stereo not drawn)	-5%	1%	1.7%	24%	-19%
COc1ccc(F)cc1CN1CCN(c2ncnc3scc(-c4ccccc4)c23)CC1	0%	?	?	.	3%
CCC(=O)Nc1cc2nn(-c3ccc(C)cc3)nc2cc1C	-12%	-2%	1.3%	2%	7%
CCc1nn(CC(=O)N2CCN(c3ccc(OC)cc3)CC2)c(=O)c2cc3occc3n12	3%	3%	1.2%	2%	4%
COc1ccc(S(=O)(=O)N(CCc2ccccc2)CC(=O)N2CCOCC2)cc1	5%	-2%	i	-2%	5%
NC(Cc1cc(O)c(O)cc1O)C(=O)O (stereo not drawn)	28%	32%	.	.	-6%
Cc1nn(CC(=O)NC2(C)CCS(=O)(=O)C2)c(C)c1S(=O)(=O)N(C)C (stereo not drawn)	.	-3%	1.8%	-13%	-11%
CC(=O)c1cccc(NC(=O)CCCN(C)S(=O)(=O)c2ccc(F)cc2)c1	-11%	-2%	4.3%	3%	3%
O=C(Nc1sc2c(c1C(=O)NCCCO)CCCC2)c1ccccc1	-3%	1%	7.8%	2%	2%
CC(NC(=O)Cc1ccccc1)c1nc2ccccc2[nH]1 (stereo not drawn)	6%	1%	1.0%	-1%	3%
Cc1c(Cl)ccc2sc(NC(=O)C3CC3)nc12	-2%	3%	8.1%	15%	36%	VEEV TC-83 Vero 10K pilot screen=4.1
COc1cc(/C=N/Nc2nc(C)cc(C)n2)cc(OC)c1OC	4%	7%	0.4%	-9%	-9%
COCCCn1c(=S)[nH]c2c(sc3ccccc32)c1=O	-4%	4%	7.2%	-7%	-2%
COc1ccccc1/C=C/C(=O)OCC(=O)NC1CC1	.	.	6.0%	-3%	.
CN1CCN(C(c2cccs2)c2nnnn2Cc2ccc(F)cc2)CC1 (stereo not drawn)	6%	2%	0.3%	-2%	4%
Cc1c(C(=O)c2ccc(Cl)cc2[N+](=O)[O-])c2ccccn2c1CCC#N	-7%	2%	3.4%	3%	11%
OC1/C(=C/c2ccccc2F)N2CCC1CC2 (stereo not drawn)	-5%	1%	0.2%	8%	14%
O=C(CSc1ncccc1C(=O)O)NC1CCCCCCC1	10%	-14%	i	-10%	.
O=C1NC(=O)C(=C2CCCCCC2)S1	-15%	0%	0.4%	9%	-8%
CCn1c(CC(=O)Nc2ccccc2)nnc1SCC(=O)Nc1nnc(C)s1	8%	-2%	0.4%	6%	-6%
COc1cccc(N2C(=O)C3CCCN3C2c2ccc(F)cc2)c1 (stereo not drawn)	-8%	0%	1.7%	-1%	?
COC(=O)c1cc(Oc2ccc(C(=O)OC)cc2N)cc(C(=O)OC)c1	-9%	-15%	i	-14%	-3%
COc1ccc(CN(C)C(=O)c2ccc(NS(=O)(=O)c3ccc(F)cc3)cc2)c(OC)c1	-9%	5%	6.1%	7%	30%
COc1cccc(CN2CCN(C(=S)NCc3ccc(Cl)cc3)CC2)c1	-1%	34%	2.6%	6%	16%
CC1CCCCC1NC(=O)COC(=O)CCC(=O)c1cccs1 (stereo not drawn)	.	5%	3.4%	-4%	2%
CN(C)c1ccc(-c2noc(C3CCN(S(=O)(=O)c4cccc(C(=O)O)c4)CC3)n2)cc1	16%	-7%	0.9%	-6%	0%
CCN(CC(=O)Nc1cc(Cl)ccc1C)C(=O)COc1ccccc1F	0%	2%	2.5%	2%	-5%
O=C(OCc1ccc([N+](=O)[O-])cc1)C1CCN(S(=O)(=O)c2ccccc2)CC1	-3%	-3%	0.9%	-1%	14%
NC(=O)CC(NC(=O)Cc1ccc(Br)cc1)c1ccc(NC2CC3CCC2C3)c([N+](=O)[O-])c1 (stereo not drawn)	-2%	?	3.0%	0%	24%
